Screening data as filed in PubChem BioAssay.
PG9 binder = binds the HIV-1 gp120 antibody PG9 | 360,000 compounds, 0.43% hits | inhibition, % at 6.7 µM | TR-FRET gp120-PG9 antibody binding | AID 624416; in the data active = inhibition above about 8.5%
hcDAF12 agonist = activators of H. contortus DAF-12 nuclear receptor; AID 652067; 370,000 compounds, 1.4% hits; HEK293 hcDAF-12 lit1-tk-luc reporter, luminescence; 0% DMSO, 100% Δ7-dafachronic acid; activation, % at 6.8 µM;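 active = activation above the mean of all tested compounds plus 3 SD, cut at about 5.5% in these data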;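 note: 100% = response to 3 µM Δ7-dafachronic acid high control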
FXN GAA850 act = activators of GAA850 frataxin (FXN) promoter; HEK293 lucGAA850 FXN promoter luciferase reporter, 24 h; percent of 10 µM SAHA response; activation, % at 6 µM; 360,000 compounds, 0.56% hits; AID 540364;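 active = activation above the average of all compounds screened plus 3 SD, cutoff fixed separately per campaign, cut at about 7.5% in these data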;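 note: 0% = DMSO wells and 100% = 10 µM SAHA wells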
PLC-beta3 inh = inhibitors of human phospholipase C beta3 | AID 720704 | Q01970 | 370,000 compounds, 0.18% hits | Purified PLC-beta3, fluorogenic substrate, fluorescence | inhibition, % at 12.2 µM; in the data active = inhibition above about 11%;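 note: 0% = median of compound wells on plate and 100% = full blocker control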
Target sequence (Q01970 whole entry, looked up): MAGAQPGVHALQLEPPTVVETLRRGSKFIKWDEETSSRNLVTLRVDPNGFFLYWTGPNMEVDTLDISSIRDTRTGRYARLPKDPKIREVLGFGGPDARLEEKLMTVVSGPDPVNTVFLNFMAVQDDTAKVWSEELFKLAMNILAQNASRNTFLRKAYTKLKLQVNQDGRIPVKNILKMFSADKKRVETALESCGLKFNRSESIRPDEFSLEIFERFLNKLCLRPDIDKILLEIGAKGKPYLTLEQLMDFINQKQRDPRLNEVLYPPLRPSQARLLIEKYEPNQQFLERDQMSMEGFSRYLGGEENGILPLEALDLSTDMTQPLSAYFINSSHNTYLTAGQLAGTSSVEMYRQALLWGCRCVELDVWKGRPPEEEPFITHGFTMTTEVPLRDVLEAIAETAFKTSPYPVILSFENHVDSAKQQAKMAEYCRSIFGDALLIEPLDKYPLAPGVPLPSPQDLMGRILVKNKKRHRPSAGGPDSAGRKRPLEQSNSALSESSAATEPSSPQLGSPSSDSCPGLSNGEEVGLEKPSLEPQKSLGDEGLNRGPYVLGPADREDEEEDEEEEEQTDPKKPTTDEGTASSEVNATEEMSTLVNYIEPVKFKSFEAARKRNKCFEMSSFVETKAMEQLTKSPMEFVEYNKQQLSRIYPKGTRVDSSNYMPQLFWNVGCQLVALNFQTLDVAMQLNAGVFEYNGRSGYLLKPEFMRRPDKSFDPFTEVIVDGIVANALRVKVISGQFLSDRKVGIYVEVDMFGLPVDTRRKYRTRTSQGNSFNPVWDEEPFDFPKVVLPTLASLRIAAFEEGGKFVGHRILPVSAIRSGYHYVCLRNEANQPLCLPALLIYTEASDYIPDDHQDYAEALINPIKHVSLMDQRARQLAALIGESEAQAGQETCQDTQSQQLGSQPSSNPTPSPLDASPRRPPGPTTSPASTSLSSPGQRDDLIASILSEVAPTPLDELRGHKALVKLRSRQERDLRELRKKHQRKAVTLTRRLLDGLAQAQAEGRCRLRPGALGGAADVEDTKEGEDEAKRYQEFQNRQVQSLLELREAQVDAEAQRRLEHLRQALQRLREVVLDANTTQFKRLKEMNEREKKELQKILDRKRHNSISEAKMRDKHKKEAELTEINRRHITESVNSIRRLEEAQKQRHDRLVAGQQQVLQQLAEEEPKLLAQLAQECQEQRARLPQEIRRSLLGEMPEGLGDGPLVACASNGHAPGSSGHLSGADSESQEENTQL
HGIII-sPLA2 inh = Inhibits HGIII-sPLA2 liposome hydrolysis, primary screen. QFRET BODIPY PC-A2 liposome hydrolysis, fluorescence. inhibition, % at 12.2 µM. 370,000 compounds, 0.56% hits. Q9NZ20;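 active = inhibition above mean plus 3 SD of compounds lying within the high and low control bounds, cut at about 19% in these data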;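 note: 0% = median of test compound wells and 100% = no enzyme DMSO wells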
Rev-erbA mod = modulators of human Rev-erb alpha DNA binding. 370,000 compounds, 0.79% hits. activity, % at 10 µM. Rev-erbα–FITC-DNA binding, fluorescence polarization, 90 min;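 active = activity above about 14%, limit read from the data; passing the limit was not always enough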;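 note: 0% = DMSO wells with 35 nM protein and 100% = DMSO wells with 750 nM protein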
DAX1 inh-1 = inhibits human nuclear receptor DAX1 | AID 504766 | 340,000 compounds, 0.99% hits | P51843 | HEK293 Gal4-DAX1 luciferase reporter, luminescence | inhibition, % at 6.75 µM;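 active = inhibition above the mean over all tested compounds plus 3 SD, cut at about 4.2% in these data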;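 note: 0% = DAX1-transfected cells with DMSO and 100% = empty-vector control cells with DMSO; inhibition shows as a rise in luminescence from relieved DAX1 repression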
SMARCA2 activ = SMARCA2 function activation, primary screen | MG213 cells, MMTV-luciferase reporter, dexamethasone, overnight | activation, % at 9.1 µM | 370,000 compounds, 1% hits | AID 652017; in the data active = activation above about 7.8%;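 note: 0% = vehicle wells and 100% = reference activator wells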
DAX1 inh-2 = DAX1 (NR0B1) inhibition, primary screen | HEK293T StAR-luciferase reporter, SF-1/DAX-1 repression relief | inhibition, % at 6.8 µM | 370,000 compounds, 1.1% hits | AID 652010;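 active = inhibition above the mean over all tested compounds plus 3 SD, cut at about 3.6% in these data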;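 note: 0% = DAX-1 cells with DMSO and 100% = cells lacking DAX-1 with DMSO; higher inhibition means more luminescence from relief of DAX-1 repression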
hgDAF12 agonist = hgDAF-12 agonism, primary luciferase screen | HEK293 GAL4-hgDAF12 UAS-luciferase reporter, agonist luminescence; normalized to butyrate control | activation, % at 6.8 µM | 370,000 compounds, 1.8% hits;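 active = activation above a cutoff set at the mean of all screened compounds plus 3 SD, cut at about 10% in these data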;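 note: 0% = DMSO wells and 100% = sodium butyrate wells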
ssDAF-12 act = activates DAF-12 receptor from parasite S. stercoralis. HEK293 ssDAF-12/GRIP1 lit1-tk-luc reporter, luminescence; % of 3 µM dafachronic acid response. activation, % at 6.8 µM. 370,000 compounds, 1% hits;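 active = activation above the mean over all tested compounds plus 3 SD, cut at about 0.9% in these data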;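 note: 0% = DMSO-only wells and 100% = 3 µM delta7-dafachronic acid wells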
Starred values were filed as active, the others as inactive; / = not tested or not shown.

Screens in order – Rev-erbA mod	HGIII-sPLA2 inh	DAX1 inh-1	PLC-beta3 inh	ssDAF-12 act	hcDAF12 agonist	DAX1 inh-2	PG9 binder	hgDAF12 agonist	SMARCA2 activ	FXN GAA850 act
CC(NC(=O)c1cc(-c2ccccc2)on1)c1ccccc1 (stereo not drawn)
  2	-1	0.9	-2	-1.2	-1.6	-0.8	1.8	-1.9	1	0.4
CCc1ccccc1NC(=S)N1CCC(C(=O)c2ccc(F)cc2)CC1
  -4	10	1.4	2	-1.2	1.6	1.2	-2.0	3.1	-1	-1.1
CCN(CC)CCCNC(=O)CCn1nc(-c2ccccc2)ccc1=O
  -2	-1	1.6	-8	-1.1	-1.1	0.0	-1.4	1.2	4	3.0
CC(CNCCCn1cnc2c(OCc3ccccc3)ncnc21)c1ccccc1 (stereo not drawn)
  4	-14	2.1	4	-0.5	-1.5	-0.3	1.3	0.6	-3	-1.6
COc1cccc(NC(=S)NCCc2ccccn2)c1
  -4	10	-1.2	1	-0.9	-0.2	-0.3	-2.4	1.8	6	3.2
Cn1c(=O)c2c(nc(SCC(=O)NC34CC5CC(CC(C5)C3)C4)n2C)n(C)c1=O
  -5	0	-1.0	-2	-0.6	0.9	-0.4	0.9	-0.4	2	1.6
CC[C@]1(C(=O)OC)[C@H]2C(=O)N(C)C(=O)[C@H]2[C@H]2CN=C(SCc3ccc(C(=O)OC)cc3)N21
  7	-6	0.2	2	0.0	1.9	-2.3	-1.5	1.2	-3	-1.2
O=C1Nc2ccccc2N(C(=O)c2ccc(-c3ccccc3)cc2)C1c1nc2ccccc2[nH]1 (stereo not drawn)
  -1	-5	/	-235	0.8	9.1*	20*	-2.7	26*	2	/
C(=NNc1nnn(Cc2ccccc2)n1)c1ccccc1
  -1	6	-1.0	-2	-1.5	-2.2	-2.6	-0.5	0.8	-3	-4.3
COc1cccc(NC(=O)c2ccc(CN3CCOCC3)cc2)c1
  0	2	-0.5	2	-0.7	1.6	0.7	-2.5	3.0	3	0.1
COCCCN1C(=O)[C@H](CC(=O)NCc2ccccc2)[C@]2(C(=O)OC)CCCCC=C12
  0	3	/	0	-0.3	3.0	1.7	/	-1.2	-6	/
CCc1ccccc1N(C(=O)CCC(=O)Nc1cc(C)on1)C(C(=O)NC1CCCC1)c1ccco1 (stereo not drawn)
  -3	-5	-1.9	2	-1.3	-0.5	0.4	0.2	1.1	-3	-0.9
CO/N=C/NC(=O)NOCc1c(Cl)cccc1Cl
  5	0	0.4	-32	-1.5	-2.0	0.8	0.9	-0.6	2	0.4
CCC1(CC)C(=O)N(c2ccccc2)C(=N)N(c2ccccc2)C1=O
  1	12	-0.9	-1	-0.9	-0.5	-0.5	1.1	-0.2	-1	-1.4
COc1ccc(C2/C=C\CN(C(=O)C3CCCCC3)CC(=O)N2Cc2ccc(F)cc2)cc1 (stereo not drawn)
  2	4	1.1	0	-1.4	-1.6	-0.6	0.8	0.1	0	-0.6

3 compounds already listed, arranged by the value under HGIII-sPLA2 inh, ascending.
molecule	Rev-erbA mod	HGIII-sPLA2 inh	DAX1 inh-1	PLC-beta3 inh	ssDAF-12 act	hcDAF12 agonist	DAX1 inh-2	PG9 binder	SMARCA2 activ
O=C1Nc2ccccc2N(C(=O)c2ccc(-c3ccccc3)cc2)C1c1nc2ccccc2[nH]1 (stereo not drawn)	-1	-5	/	-235	0.8	9.1*	20*	-2.7	2
CC(NC(=O)c1cc(-c2ccccc2)on1)c1ccccc1 (stereo not drawn)	2	-1	0.9	-2	-1.2	-1.6	-0.8	1.8	1
COCCCN1C(=O)[C@H](CC(=O)NCc2ccccc2)[C@]2(C(=O)OC)CCCCC=C12	0	3	/	0	-0.3	3.0	1.7	/	-6

Continuation:
Screens in order – Rev-erbA mod	HGIII-sPLA2 inh	DAX1 inh-1	PLC-beta3 inh	ssDAF-12 act	hcDAF12 agonist	DAX1 inh-2	PG9 binder	hgDAF12 agonist	SMARCA2 activ	FXN GAA850 act
COC(=O)c1ccc(NC(=O)C(=O)c2c[nH]c3ccccc23)cc1
  1	-4	0.6	-5	1.8*	6.3*	0.4	0.1	3.6	0	2.0
CN1C(=S)SC(N2OC3C(=O)N(c4ccccc4)C(=O)C3C2c2ccccc2)C1(C)C (stereo not drawn)
  2	5	/	3	-1.7	-0.9	-0.1	-1.4	2.5	-4	/
O=C(Cn1cccn1)N1CCCC(N2CCN(c3cccc(C(F)(F)F)c3)CC2)C1 (stereo not drawn)
  4	-4	-0.1	-6	-0.6	1.1	-0.2	-0.8	-1.0	-1	-0.2
O=C(COC(=O)c1cnccn1)NCc1ccc(Cl)cc1
  -3	3	-0.5	-3	-0.8	0.8	0.6	-0.2	2.6	-1	0.6
O=C(NCC1CCCN(Cc2cccc(C(F)(F)F)c2)C1)c1ccc(F)cc1 (stereo not drawn)
  6	-3	-0.4	-2	-0.8	-0.9	0.4	0.9	-2.1	1	-0.2
S=c1[nH]cnc2sc(-c3ccccc3)cc12
  -1	6	0.7	0	-1.6	0.6	1.9	4.9	8.9	6	4.5
CCOC(=O)Nc1ccc(S(=O)(=O)Nc2nccc(C)n2)cc1
  -3	2	0.8	1	-1.2	-1.8	-0.3	0.2	-0.1	0	3.7
CCOC(=O)CCNC(=O)N1CCC(CCC(=O)NCc2ccc(F)cc2)CC1
  -2	-1	0.5	-3	-0.8	-1.2	0.0	-1.0	-0.8	-3	0.3
CCOC(=O)C1=C(C)NC(=O)NC1c1cccc(O)c1 (stereo not drawn)
  3	2	0.4	3	-0.9	-1.0	0.2	1.3	1.2	1	1.3
CCOC(=O)c1ccc(NC(=O)CCNS(=O)(=O)c2cc(Br)cnc2N)cc1
  -4	-68	-0.3	-2	-1.1	-2.2	-2.1	-1.4	3.0	1	-0.1
Cc1c(C(=O)N(CC(C)C)c2c(N)n(Cc3ccccc3)c(=O)[nH]c2=O)sc2nc3n(c(=O)c12)CCC3
  -1	-2	-1.4	-7	0.1	0.0	0.8	0.2	2.6	-3	1.6
CCCCCC(=O)Nc1nnc(CCc2ccccc2)s1
  -2	-2	-1.3	-7	-1.1	-2.2	-0.1	-0.6	-0.2	-3	1.8
Cc1ccccc1CNC(=O)CCC(=O)N1CCOc2ccc(Cl)cc21
  -1	-5	-0.3	4	-1.5	0.0	-2.5	0.3	1.4	3	-2.1
COc1ccc(N(CC(=O)Nc2cc(Cl)ccc2OC)S(=O)(=O)c2c(C)noc2C)cc1
  -4	-11	-1.0	2	-1.7	-0.5	-1.8	-2.4	1.2	-1	-7.3
CNc1ccccc1C(C)(C)c1cc(-c2cccc([N+](=O)[O-])c2)no1
  0	14	-1.5	9	-0.9	-3.1	-1.1	-2.6	-4.3	-7	-3.1
O=C(Nc1ccc(F)cc1)c1ccc(Br)c(S(=O)(=O)N2CCOCC2)c1
  -2	5	-2.9	-8	-1.5	-4.0	-1.4	0.0	-2.7	-4	1.5
CC(C)c1ccc(NC(=O)C2(C)Cc3c(-c4ccccc4)ccnc3O2)cc1 (stereo not drawn)
  -3	-1	/	-5	-1.5	-1.5	-0.7	2.2	-1.0	-5	1.8
COc1ccc(-c2noc(CNC(=O)C(C)Oc3ccccc3)n2)cc1 (stereo not drawn)
  3	-8	-0.5	-7	-1.0	-1.7	-1.0	-1.3	-0.3	0	1.3
COc1ccc(/C=C2\SC(=O)N=C2N)cc1
  -3	-5	-1.4	0	-1.1	1.7	-0.2	-4.4	1.1	1	-1.1
COc1ccc(Nc2ccccc2C(=O)O)cc1
  2	3	/	-5	-1.5	0.1	0.5	-1.3	0.3	3	1.9
CC(=C\C(=O)O)/C(=C\c1cccc2ccccc12)C(=O)O
  4	-5	1.3	-11	-1.8	-1.0	0.2	-0.5	1.3	0	0.3
O=C1COc2ccc(C(=O)COC(=O)c3c(F)cccc3Cl)cc2N1
  16*	6	0.7	-9	-0.7	-0.8	-0.9	1.5	-0.8	2	0.9
CCOC(=O)N1CCN(C(=O)c2cccc(OC)c2O)CC1
  6	-4	-0.2	2	-1.3	-0.2	0.1	-3.3	0.5	0	-2.0
Cc1cccc(C(=O)N2CCC(=O)N([C@H](COCc3cccc(C(F)(F)F)c3)Cc3ccccc3)CC2)c1
  7	-15	/	3	-1.2	0.7	-1.0	-2.6	-1.8	-3	/
CCOc1ccccc1C(=O)N/N=C/c1ccoc1
  -4	-1	-0.2	-4	-0.8	-1.9	-0.7	-0.9	-0.2	0	2.4
CC(C)COP(=O)(CNC(=O)CN1C(=O)c2ccccc2S1(=O)=O)OCC(C)C
  0	-2	-0.5	1	-0.9	0.4	-0.4	-2.3	1.9	-1	4.0
Cc1ccc(N(C(=O)c2cccs2)C2C=CS(=O)(=O)C2)cc1 (stereo not drawn)
  -1	5	1.1	5	-1.4	-0.8	-0.7	-0.5	-0.7	-1	0.8
Cc1ccc(C)c(S(=O)(=O)NCCN2CCOCC2)c1
  -2	12	0.1	-5	-1.2	-1.4	-0.2	2.0	-1.1	-3	-0.1
Cc1cccc[n+]1CC(=O)/C=C1\N(C)c2ccccc2C1(C)C
  -5	1	-3.2	3	-2.0	-4.8	-2.0	0.3	-7.9	-7	1.2
CCOc1ccc(-n2c(SCc3ccc(C#N)cc3)nnc2-c2ccco2)cc1
  0	0	/	-4	-1.2	-2.0	-1.1	/	0.2	-8	/
Cc1nnc(NC(=O)CSc2nnc(Cc3ccccc3)n2-c2ccccc2)s1
  -1	-1	0.7	2	-0.7	-0.8	-0.3	1.1	0.8	1	-1.4
CCOC(=O)C1=C(C)Nc2ccccc2N=C1NC(=O)Cc1ccc(Br)cc1
  -6	-1	-0.9	2	0.4	-1.6	0.3	-1.1	2.6	-1	0.0
CC1=NN(c2ccc(N)cc2)C(=O)C1
  -2	0	2.0	-9	-0.6	0.5	0.4	-1.3	-0.1	-2	-0.1
O=C1NC(Cc2ccccc2)c2nc3ccc(F)cc3c(=O)n2-c2cc3ccccc3cc21 (stereo not drawn)
  9	-10	-1.8	-7	-0.6	-2.2	-5.1	0.7	-1.2	-4	-9.4
CC12CN3CCN(CC(C3)C1(O)CN1CCOCC1)C2 (stereo not drawn)
  5	1	-0.6	1	-1.0	-1.0	-0.9	0.7	-0.9	0	1.6
Cc1ccc(S(=O)(=O)Nc2cccnc2Oc2ccc(Cl)cc2)cc1
  0	-4	0.8	-7	-0.7	-1.0	-0.5	-1.0	0.7	-5	-0.1
O=C(CCCNC(=O)c1ccc(Cl)cc1)NCc1ccccc1F
  -5	2	-1.1	-5	-1.1	-0.6	-0.1	0.0	0.2	0	0.5
Cc1cccc(NC(=O)c2cc(NC(=O)c3ccco3)ccc2Cl)n1
  -2	4	-0.4	7	-0.9	-2.4	-0.5	-1.2	-2.0	0	-1.7
CCc1ccc(-c2nc(CS(=O)CC(=O)O)c(C)o2)cc1 (stereo not drawn)
  5	-7	-1.6	5	-0.3	1.9	0.6	2.2	12*	7	3.2
N#CCC(=O)Nc1ccc(C(=O)OCC(=O)Nc2sc3c(c2C#N)CCCC3)cc1
  9	-31	-0.8	-13	-0.9	-1.7	-0.8	0.3	2.2	-1	1.2
CC(C)NC(=S)NC(=O)/C=C/c1ccc(F)cc1
  -7	-2	0.0	5	-1.7	-1.0	-0.9	-3.0	1.8	0	-1.0
CCCCN(CC)CCNC(=O)c1cn(C)c(=O)c2c1c1ccccc1n2C
  -2	15	0.2	-37	-0.7	2.7	0.0	0.7	0.0	-3	0.0
